NOD1 inhibition: inhibition of NOD1-driven NF-kB reporter – cell-based, luminescence, uHTS, primary screen (AID 1578). NOD1-driven NF-kB luciferase reporter cells, luminescence; higher % means a stronger effect. inhibition, % at 4 µM; hits with a dose series show EC50 in µM. 1% of 290,000 active; in the data active means inhibition mostly above about 36%, no sharp cut-off; inactive means mostly below about 34%;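 further: HEK-293T reporter cells stimulated with the NOD1 agonist gamma-tri-DAP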
NOD2 inhibition: inhibition of NOD2-driven NF-kB reporter – cell-based, luminescence, uHTS, HEK293 (AID 1566); inhibition, % at 4 µM; hits with a dose series show EC50 in µM; HEK293 NOD2/NF-kB luciferase reporter, luminescence; higher % means a stronger effect; 0.63% of 290,000 active; further: many of its hits are not listed in these tables
Myeloid diff 2: compounds promoting myeloid differentiation; ER-HoxA9 myeloid progenitors, lysozyme-GFP differentiation, flow cytometry; AID 624256; 1% of 360,000 active; calls only at 10 µM;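 active means normalized GFP-positive differentiation at or above the plate's own cutoff, the solvent-only control mean plus 3 SD; inconclusive means no clear call, values can overlap the other calls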;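 further: cells exposed to compound for four days before flow analysis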
GPR55 activation: selective activators of receptor GPR55 – imaging, U2OS cells, beta-arrestin-GFP redistribution, primary screen (AID 1961) | U2OS GPR55 beta-arrestin-GFP redistribution imaging; higher % means a stronger effect | activation, % at 10 µM, or EC50 in µM where a hit was titrated | 0.048% of 290,000 active;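 active means activation above 40% with more than 50 cells counted in the well; inconclusive means wells holding fewer than 50 cells, flagged as toxic or sparse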;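 further: U2OS osteosarcoma cells stably expressing GPR55 and beta-arrestin-GFP; plate controls were DMSO negative control for no effect and LPI positive control for full effect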
GPR55 LPI antagonism: inhibition of LPI-stimulated GPR55 beta-arrestin translocation – imaging, U2OS, beta-arrestin-GFP, LPI agonist, primary screen (AID 2013); inhibition, % at 10 µM, or IC50 in µM where a hit was titrated; U2OS GPR55 beta-arrestin-GFP translocation imaging, LPI antagonism; higher % means a stronger effect; 0.13% of 290,000 active;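 active means spots per cell inhibited over 60%, with over 100 cells counted and total cytoplasm intensity under 500,000; inconclusive means wells with under 100 cells, flagged as likely toxic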;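 further: U2OS cells stably carrying GPR55 and arrestin-GFP stimulated by 5 µM LPI near EC80; imaged beta-arrestin-GFP aggregate spots per cell after agonist stimulation; plate controls were LPI-stimulated DMSO wells for no effect and DMSO wells without LPI for full effect; some results filed as inactive read as strong as hits; confirmed hits need IC50 under 10 µM and bright autofluorescent wells are also inconclusive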
NTR1 agonist: agonists of NTR1, primary screen, imaging, U2OS cells, beta-arrestin-GFP, high content (AID 493036); P30989; activation, % at 20 µM; 0.17% of 330,000 active; NTR1-U2OS beta-arrestin-GFP spot imaging, agonist mode;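 active means activation at or above 40% of the spot to cytoplasm intensity ratio, with at least 20 cells analyzed; inconclusive means wells under 20 cells, flagged as cytotoxic or low count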;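 further: 0% = DMSO without peptide and 100% = 100 nM NTR1 peptide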
Target sequence (P30989 whole entry, looked up): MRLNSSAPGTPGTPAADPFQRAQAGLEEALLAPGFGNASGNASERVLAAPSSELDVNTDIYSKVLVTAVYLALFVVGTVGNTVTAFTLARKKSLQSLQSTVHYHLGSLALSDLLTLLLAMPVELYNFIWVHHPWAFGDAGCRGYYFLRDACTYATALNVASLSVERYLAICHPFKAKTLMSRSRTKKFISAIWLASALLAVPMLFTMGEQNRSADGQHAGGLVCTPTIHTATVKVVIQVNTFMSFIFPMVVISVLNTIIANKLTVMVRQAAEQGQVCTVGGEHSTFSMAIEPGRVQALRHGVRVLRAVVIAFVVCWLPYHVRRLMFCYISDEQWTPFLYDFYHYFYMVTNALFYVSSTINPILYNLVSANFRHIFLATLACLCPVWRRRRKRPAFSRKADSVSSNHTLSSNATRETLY
T cell modulator: T cell immune modulation candidate. 0.068% of 330,000 active. calls only at 7 µM. 2C CD8+ T cell-vesicle binding, flow cytometry; hits give low values. AID 2052;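 active means response, share of CD8 T cells binding vesicles, and their 90th percentile fluorescence all below set limits, cut at about 80% in these data, passing the limit was not always enough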
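incubation = binding step 1.5 h, 37 °C, antibody labelling 20 min, ice | test system = 2C mouse CD8+ T cells | read-out basis = percent CD8+ FL2 mean versus row control | controls = Peptide-free naked vesicles (low) and QL9 vesicles with 0.7% DMSO vehicle (high) | detection = flow cytometry of vesicle-bound cells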
KOR beta-arrestin-1: KOR antagonists, beta-arrestin recruitment, cell-based, luminescence, uHTS (AID 1778); KOR beta-arrestin recruitment, luminescence, antagonist mode; higher % means a stronger effect; one-dose inhibition, % at 10 µM; IC50 in µM for titrated hits; 0.091% of 290,000 active; further: strong numbers were not always called active
KOR beta-arrestin-2: kappa opioid receptor activators – cell-based, luminescence, uHTS, primary screen (AID 1777); activation, % at 10 µM, or EC50 in µM where a hit was titrated; 0.02% of 280,000 active; KOR beta-arrestin recruitment, luminescence; higher % means a stronger effect; in the data active means activation above about 50%, passing the limit was not always enough; further: a part of the inactive calls stands beside numbers as strong as those of hits
T cell modulator vesicle-bound %: second read-out of T cell modulator, no call of its own (marks repeat the call); double positive events, %; measured here: CD8+ vesicle-bound cell fraction;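 binding gate set so that unloaded-vesicle control wells show 10% double positive cells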
NTR1 agonist cell count 20 µM: recorded beside NTR1 agonist, whose call it bears; cell count; measured here: cell count, cytotoxicity flag
Myeloid diff 2 GFP+ MAC1+ %: recorded beside Myeloid diff 2, whose call it bears; GFP+ MAC1+ double positive, %; measured here: differentiation confirmed by MAC1 staining
Numbers without * were called inactive; i = inactive; ? = inconclusive; · = not tested or not shown; [ ] = dose if it differs, or a comment. Unless noted, no stated cut-off is given here; in the data, active means inhibition above about 50%; inactive means the rest. A portion of the library; rates above refer to the full screens.

A first look, 10 compounds:
SMILES	NOD1 inhibition	NOD2 inhibition	Myeloid diff 2	Myeloid diff 2 GFP+ MAC1+ %	GPR55 activation	GPR55 LPI antagonism	NTR1 agonist	NTR1 agonist cell count 20 µM	T cell modulator	T cell modulator vesicle-bound %	KOR beta-arrestin-1	KOR beta-arrestin-2
COc1ccc(N2C(=O)C(Cc3ccccc3)NC2=S)cc1 (stereo unspecified)	18%	-7%	i	0.1	-0.4%	-7%	-0.4	48	i	23	-9%	17%
Cc1nc2ccccn2c1C(=O)N/N=C/c1ccccc1[N+](=O)[O-]	15%	8%	i	16	-0.1%	-12%	-0.6	46	i	25	-9%	9.8%
Cc1ccc2nc(SCC(=O)c3ccc4c(c3)NC(=O)CO4)[nH]c2c1	-40%	10%	·	·	0.2%	4%	2.6	66	i	49	-77%[20 µM]	2.8%
Cc1ccccc1N(C(=O)CCC(=O)Nc1ccccn1)C(C(=O)NC(C)C)c1ccc(F)cc1 (stereo unspecified)	-33%	1%	i	2.8	0.3%	-3%	4.2	46	i	28	-10%	-2.2%
CCc1ccc(OCC(=O)NC(NC(=S)Nc2ccccc2OC)C(Cl)(Cl)Cl)cc1 (stereo unspecified)	-32%	-6%	i	0.1	-0.3%	-4%	5.0	43	i	46	-25%	2.2%
C/C(=N\S(=O)(=O)c1ccc(C)cc1)NC(=S)Nc1ccccc1	-8%	11%	i	0.4	0.2%	6%	1.0	52	i	20	14%	-7.2%
Cc1cc(C)nc(N/N=C/c2ccc([N+](=O)[O-])o2)n1	-6%	46%	i	1.5	0.2%	9%	-0.4	96	i	36	28%	-2.6%
COC(=O)c1cc(OC)c(OCc2cc(C(=O)OC)oc2C)c(OC)c1	-37%	11%	i	1.3	-0.1%	-1%	-1.0	55	i	8	4%	-3.2%
O=C(N/N=C/c1cccc(OC(=O)c2cccc(Br)c2)c1)c1cccnc1	-9%	13%	i	1.0	-0.1%	-3%	2.9	63	i	66	-34%	4.3%
CCc1n[nH]c(=O)n1Cn1c(CC)n[nH]c1=O	-2%	11%	i	0.0	-0.1%	6%	-1.3	52	i	58	3%	1.2%

Main list (from the top)
SMILES	NOD1 inhibition	NOD2 inhibition	Myeloid diff 2	Myeloid diff 2 GFP+ MAC1+ %	GPR55 activation	GPR55 LPI antagonism	NTR1 agonist	NTR1 agonist cell count 20 µM	T cell modulator	T cell modulator vesicle-bound %	KOR beta-arrestin-1	KOR beta-arrestin-2
COc1ccc(N2C(=O)C(Cc3ccccc3)NC2=S)cc1 (stereo unspecified)	18%	-7%	i	0.1	-0.4%	-7%	-0.4	48	i	23	-9%	17%
Cc1nc2ccccn2c1C(=O)N/N=C/c1ccccc1[N+](=O)[O-]	15%	8%	i	16	-0.1%	-12%	-0.6	46	i	25	-9%	9.8%
Cc1ccc2nc(SCC(=O)c3ccc4c(c3)NC(=O)CO4)[nH]c2c1	-40%	10%	·	·	0.2%	4%	2.6	66	i	49	-77%[20 µM]	2.8%
Cc1ccccc1N(C(=O)CCC(=O)Nc1ccccn1)C(C(=O)NC(C)C)c1ccc(F)cc1 (stereo unspecified)	-33%	1%	i	2.8	0.3%	-3%	4.2	46	i	28	-10%	-2.2%
CCc1ccc(OCC(=O)NC(NC(=S)Nc2ccccc2OC)C(Cl)(Cl)Cl)cc1 (stereo unspecified)	-32%	-6%	i	0.1	-0.3%	-4%	5.0	43	i	46	-25%	2.2%
C/C(=N\S(=O)(=O)c1ccc(C)cc1)NC(=S)Nc1ccccc1	-8%	11%	i	0.4	0.2%	6%	1.0	52	i	20	14%	-7.2%
Cc1cc(C)nc(N/N=C/c2ccc([N+](=O)[O-])o2)n1	-6%	46%	i	1.5	0.2%	9%	-0.4	96	i	36	28%	-2.6%
COC(=O)c1cc(OC)c(OCc2cc(C(=O)OC)oc2C)c(OC)c1	-37%	11%	i	1.3	-0.1%	-1%	-1.0	55	i	8	4%	-3.2%
O=C(N/N=C/c1cccc(OC(=O)c2cccc(Br)c2)c1)c1cccnc1	-9%	13%	i	1.0	-0.1%	-3%	2.9	63	i	66	-34%	4.3%
CCc1n[nH]c(=O)n1Cn1c(CC)n[nH]c1=O	-2%	11%	i	0.0	-0.1%	6%	-1.3	52	i	58	3%	1.2%
CC1(C)CC(=O)C=C(NCc2cccc(C(F)(F)F)c2)C1	-8%	3%	i	0.6	-0.1%	-8%	0.0	64	i	21	11%	-0.1%
CCC(=O)N1CCc2cc(S(=O)(=O)N3CCN(C(=O)c4ccco4)CC3)ccc21	10%	5%	i	1.8	-0.2%	5%	-0.1	66	i	56	-57%	7.6%
COc1cccc(NC(=O)N2CCN(c3nc(-c4cccc(OC)c4)cs3)CC2)c1	4%	28%	i	0.6	0.0%	-4%	18	64	i	45	-29%	2.6%
COc1ccc(OC)c(-n2c(-c3cnccn3)n[nH]c2=S)c1	-15%	2%	i	0.3	-0.1%	9%	0.6	93	i	58	14%	-3.3%
CCOC(=O)c1cn(CC(=O)Nc2ccc3c(c2)OCCO3)nn1	-20%	4%	i	2.0	-0.5%	-33%	0.6	79	i	55	-10%	-1.3%
COc1ccc(C(=O)N2CCN(Cc3cc(OC)c(O)c(OC)c3)CC2)cc1OC	-16%	3%	i	2.5	-0.2%	-10%	0.1	55	i	30	-9%	-4.2%
COC(=O)/C=C/C(=O)N1CCN(c2cccc(Cl)c2)CC1	43%	7%	·	·	0.0%	-16%	0.3	66	i	40	-4%	-2.5%
C/C(=N\NC(=O)c1c(Br)c(C)nn1C)c1cccc(NC(=O)c2ccccc2C)c1	-24%	-2%	i	0.4	0.2%	12%	1.1	39	i	47	-6%	-3.7%
CCOC(=O)c1ccc(Cn2cnc3ccccc3c2=O)cc1	-27%	-6%	i	0.9	-0.3%	7%	0.1	90	i	27	34%	-4.1%
Cn1c(C(C#N)C(=O)c2sc3ccccc3c2Cl)nc2ccccc21 (stereo unspecified)	0%	-13%	i	1.0	-0.2%	0%	·	·	i	12	-13%	-10%
CCCCN(C)CCNC(=O)C1CCCN(S(=O)(=O)c2cccc3nsnc23)C1 (stereo unspecified)	-25%	8%	i	3.5	-0.2%	-1%	0.4	74	i	24	-25%	-2.6%
Cc1ccc(-n2nc3ccc(NC(=O)/C=C/c4ccco4)cc3n2)cc1	-43%	1%	?	·	0.2%	-1%	-0.2	71	i	54	-18%	5.0%
CCOC(=O)N1CCN(C(=O)c2ccc(NC(C)=O)cc2)CC1	0%	6%	i	3.4	-0.1%	20%	0.2	55	i	20	1%	0.3%
CN(Cc1ccccc1)C(=O)COc1ccc(Br)cc1Cl	3%	4%	i	0.5	-0.3%	3%	1.9	52	i	50	31%	-0.7%
Cc1cccc(-c2c(NC(=O)c3ccco3)oc3ccc(Cl)cc3c2=O)c1	5%	28%	i	1.2	-0.1%	-3%	0.9	60	i	21	-24%	-1.8%
Cc1cc(=O)oc2ccc(OCC(=O)N3CCc4ccccc43)cc12	-10%	-3%	i	0.5	-0.2%	-1%	-1.5	53	i	27	-26%	-0.4%
O=C(CNC(=O)c1ccc(OC(F)F)cc1)NC1CCCc2ccccc21 (stereo unspecified)	-38%	4%	i	1.3	-0.1%	0%	0.0	65	i	10	12%	0.9%
COc1ccc2cc(C(c3nnnn3Cc3ccc(F)cc3)N3CCCCCC3)c(=O)[nH]c2c1 (stereo unspecified)	7%	5%	i	4.3	0.5%	-1%	1.1	56	i	34	-35%	-1.4%
CCNC(=O)C1CCCN(c2nc(C)cc(C)n2)C1 (stereo unspecified)	-36%	-5%	i	0.7	-0.1%	10%	0.7	37	i	33	-2%[20 µM]	·
Cc1ccc(S(=O)(=O)N2CCOC2CNC(=O)C(=O)NCc2ccc3c(c2)OCO3)cc1 (stereo unspecified)	-46%	-18%	i	0.7	-0.2%	14%	1.5	72	i	7	-13%	-2.9%
O=S(=O)(NCCc1csc(-c2cccnc2)n1)c1cc(F)ccc1F	-4%	3%	?	·	-0.1%	-7%	0.5	60	i	63	17%	-4.1%
Nc1nc2n(n1)C(c1cccs1)CC(c1ccc(F)cc1)N2 (stereo unspecified)	9%	18%	i	0.7	-0.2%	-9%	2.9	76	i	17	4%	-2.2%
Cc1ccnc(SCC(=O)n2c3c(c4ccccc42)CC(C)CC3)n1 (stereo unspecified)	8%	21%	i	1.7	-0.1%	-4%	5.1	45	i	38	8%	3.7%
NS(=O)(=O)c1ccc(NCc2cc(Cl)ccc2OCc2ccccc2F)cc1	·	11%	i	5.5	-0.2%	-11%	9.6	67	i	44	11%	-0.8%
COC(=O)c1ccccc1-c1ccc(/C=N/NC(=O)c2cc3ccccc3o2)o1	2%	12%	i	0.8	-0.3%	8%	6.1	64	i	32	-5%	12%
COc1ccc(/C=N/n2c(SC)nnc2-c2ccccc2)cc1C	24%	-26%	i	0.4	0.2%	-10%	5.3	30	i	34	-59%	11%
Cc1cc2c(=O)oc(-c3ccc(Br)cc3)nc2s1	1%	-13%	i	0.5	0.7%	2%	2.3	54	i	30	12%	-1.6%
Cc1occc1C(=O)Nc1ccc2c(c1)CCC2	-53%	-77%	i	6.4	-0.2%	-1%	0.3	50	i	17	-2%	-3.0%

High-throughput results as filed in PubChem BioAssay.
